# Screens: PubChem, several laboratories
# PKA-R2B act: activators of PKA-R2B holoenzyme, primary screen, biochemical, fluorescence polarization, Cy5-IP20, human; activation, % at 11.4 µM; 0.079% of 340,000 active; AID 504700, 2011; cAMP-dependent protein kinase catalytic subunit beta (Homo sapiens) + cAMP-dependent …; PKA-R2B holoenzyme dissociation; R2B truncated from residue 108, S112A mutant; 0% DMSO only, 100% 113 µM cGMP;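 active = activation above a cutoff set at the mean over all compounds plus 3 SD, cut at about 18% in these data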;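 note: higher means more holoenzyme dissociation and a rise in polarization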
# Target sequence (P31323 whole entry, looked up, other chains not shown, the tested form may be a part): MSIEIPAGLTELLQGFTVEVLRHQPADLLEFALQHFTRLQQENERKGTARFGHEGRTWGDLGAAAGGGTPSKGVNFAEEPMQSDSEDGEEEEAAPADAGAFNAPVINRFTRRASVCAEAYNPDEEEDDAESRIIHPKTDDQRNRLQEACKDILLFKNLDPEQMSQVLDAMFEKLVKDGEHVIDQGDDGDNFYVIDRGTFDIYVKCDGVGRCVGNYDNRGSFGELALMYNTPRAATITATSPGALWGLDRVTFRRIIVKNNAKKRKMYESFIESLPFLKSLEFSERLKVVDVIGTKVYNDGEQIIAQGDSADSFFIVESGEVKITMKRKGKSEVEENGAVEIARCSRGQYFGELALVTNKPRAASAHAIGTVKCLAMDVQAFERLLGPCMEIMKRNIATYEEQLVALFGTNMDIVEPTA
# phage Ecoli inh: growth loss of phage-infected E. coli, primary screen, RecBCD inhibitor project, absorbance, with phage, HTS; 0.26% of 360,000 active; inhibition, % at 11.9 µM; in the data active = inhibition above about 11%
# MOR-DOR ag: agonists of OPRM1-OPRD1 heterodimerization, primary screen, cell-based, luminescence | Mu-type opioid receptor (Homo sapiens) + Delta-type opioid receptor (Homo sapiens), … | cells | activation, % at 9.3 µM | 0.3% of 340,000 active | AID 504326, 2011; in the data active = activation above about 18%;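 note: 0% = vehicle-treated cells and 100% = reference agonist; values of inactives mirror those of a sister screen read the other way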
# Tat export inh: E. coli Tat export inhibitors, primary screen, MC4100, TorA-mCherry reporter, fluorescence, single point; inhibition, % at 10 µM; 0.036% of 340,000 active; AID 488895, 2010;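 active = mean replicate inhibition at least 50% and at least half of replicates individually reaching 50%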;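 note: exported cargo escapes ClpAP degradation while cytoplasmic cargo is degraded and loses fluorescence; 0% = median of neutral control wells and 100% = median of NaSCN control wells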
# AddAB inh: growth inhibition of E. coli expressing H. pylori AddAB, primary screen, AddAB inhibitor project, absorbance. AID 435030, 2010. 0.29% of 330,000 active. inhibition, % at 11.9 µM; in the data active = inhibition above about 12%;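 note: 0% = vehicle wells of infected cells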
# SUMO Mot1 rescue: yeast Mot1-301 growth rescue at high temperature, primary screen, SUMOylation pathway inhibitor project, S. cerevisiae, ATP luminescence, 38.5C; S. cerevisiae Mot1-301 growth rescue; percent above DMSO median, 100 means doubled; growth rescue, % at 18.8 µM; 1% of 320,000 active;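 active = every valid replicate shows activation above 250% relative to neutral control wells; inactive = the rest, any valid replicate at or below 250%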;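 note: OY570 slx delta 5 strain wells were the positive control but not used for scaling; some compounds called inactive have numbers as strong as hits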
# PKA-R1A act: activators of PKA-R1A holoenzyme, primary screen, biochemical, fluorescence polarization, Cy5-IP20, bovine R1A, mouse PKAc | cAMP-dependent protein kinase type I-alpha regulatory subunit (Bos taurus) + … | PKA-R1A dissociation; scaled: DMSO 0%, 113 µM cGMP 100% | activation, % at 11.4 µM | 0.083% of 340,000 active | AID 504707, 2011;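 active = percent activation above the mean of all tested compounds plus 3 SD, cut at about 19% in these data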;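 note: higher means more PKAc released from R1A so a rise in polarization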
# HTR5A inv ag: HTR5A inverse agonists in luminescence cell assay, primary screen, counter-screen for OPRM1-OPRD1 heterodimer inverse agonist project, full-deck HTS; 5-hydroxytryptamine receptor 5A (Homo sapiens), P47898; HTR5A cell line, inverse agonism; inhibition, % at 9.3 µM; 0.083% of 340,000 active; AID 504634, 2011; in the data active = inhibition mostly above about 23%, no sharp cut-off; inactive = mostly below about 18%;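 note: 0% = cells with DMSO and 100% = no-cell wells with DMSO; some compounds called inactive have numbers as strong as hits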
# Target sequence (P47898 whole entry, looked up): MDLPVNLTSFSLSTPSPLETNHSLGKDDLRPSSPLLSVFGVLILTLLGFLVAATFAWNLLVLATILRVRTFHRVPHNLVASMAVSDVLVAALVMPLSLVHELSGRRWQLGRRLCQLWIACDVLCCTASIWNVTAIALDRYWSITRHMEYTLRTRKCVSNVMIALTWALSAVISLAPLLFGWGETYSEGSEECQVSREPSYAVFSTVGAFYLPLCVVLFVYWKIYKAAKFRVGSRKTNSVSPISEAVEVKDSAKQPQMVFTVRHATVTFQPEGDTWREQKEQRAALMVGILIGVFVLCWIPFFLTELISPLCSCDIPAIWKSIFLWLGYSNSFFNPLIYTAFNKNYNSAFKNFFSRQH
# MOR-DOR inv ag: inverse agonists of MOR-DOR heterodimerization, primary screen, cell-based, luminescence | Mu-type opioid receptor (Homo sapiens) + Delta-type opioid receptor (Homo sapiens), … | inhibition, % at 9.3 µM | 0.21% of 340,000 active | cell-based MOR-DOR heterodimer luminescence, inverse agonism | AID 504357, 2011; in the data active = inhibition above about 22%, passing the limit was not always enough;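 note: 0% = cells with DMSO and 100% = wells without cells with DMSO; values of inactives mirror those of a sister screen read the other way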
# E coli growth: E. coli V3065 growth inhibition, primary screen, counter-screen for AddAB inhibitor project, absorbance, OD600; 18 h; inhibition, % at 11.9 µM; 0.27% of 330,000 active;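 active = inhibition above the campaign's mean inhibition across all tested compounds plus 3 SD, cut at about 9.9% in these data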;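 note: uninfected addAB+ strain grown without phage in ampicillin broth; 0% = DMSO wells and 100% = ciprofloxacin 0.95 µg/ml wells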
# PfHsp90 yeast 2: growth inhibition of PfHsp90-expressing yeast, primary screen, antimalarial PfHsp90 inhibitor project, S. cerevisiae, BacTiter-Glo luminescence, single point, set 2; BacTiter-Glo ATP, 48 h; yeast lacking PDR1 and PDR3 efflux regulators; inhibition, % at 9.4 µM; 0.32% of 310,000 active;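 active = every replicate shows inhibition above about 80%, whatever the replicate mean, limit read from the data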;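 note: 0% = DMSO neutral controls and 100% = 20 µM radicicol positive controls; yeast relying on Plasmodium falciparum Hsp90 in place of its own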
# Starred values were filed as active, the others as inactive; / = no result given. No enrichment for hits (roughly 2.2% active in at least one column).
SMILES,PKA-R2B act,phage Ecoli inh,MOR-DOR ag,Tat export inh,AddAB inh,SUMO Mot1 rescue,PKA-R1A act,HTR5A inv ag,MOR-DOR inv ag,E coli growth,PfHsp90 yeast 2
COc1ccc(N2CCN(C(=O)CN(C)S(=O)(=O)c3ccc4c(c3)c(=O)n(C)c(=O)n4C)CC2)cc1,5,3.0,-2.1,-3,4.6,141,-2,-1,12,3.0,20
COc1ccc(CNC(=O)CCSCc2ccccc2C)cc1,1,-1.2,0.3,8,1.2,19,2,-7,-2,0.8,-3
Cc1ccc(-c2nn(-c3ccccc3)cc2C2CC(c3cccs3)=NN2C(=O)CCCC(=O)O)cc1 (stereo not drawn),-6,2.3,0.1,19,-0.2,0,8,7,-1,-0.2,8
COc1ccc(Nc2cc(C)c3ccccc3n2)cc1,-1,3.7,3.9,-14,1.5,-21,-16,1,-20,1.4,12
Cc1ccc(S(=O)(=O)N2CCCCC2c2cccnc2)c(C)c1C (stereo not drawn),-3,0.9,-0.5,5,4.5,16,6,-41,2,0.9,-37
COc1ccc(Cc2nnc(NS(=O)(=O)Cc3ccccc3)s2)cc1,-3,3.5,0.4,-5,0.0,531,-7,26,-2,-1.1,9
NC(=O)c1c(NC(=O)CCCn2cnc([N+](=O)[O-])n2)sc2c1CCCC2,-5,1.2,-2.5,-7,0.8,-23,-13,0,13,0.8,-12
O=C(N/N=C/c1cc(Cl)ccc1O)c1ccc(Br)cc1,-1,9.7,6.6,-12,3.2,-4,1,-1,-34,3.1,-1
COc1ccc(CCOC(=O)c2cccc(NC(C)=O)c2)cc1,3,4.0,-1.1,7,2.0,22,-7,-1,6,1.2,0
C=CCn1c(SCC(=O)NC2CC2)nnc1-c1cccs1,4,2.4,-3.0,0,0.9,-4,5,5,16,1.5,8
O=[N+]([O-])c1ccc(N2CCN(c3ccccc3)CC2)cc1,3,2.4,-2.2,0,1.0,12,1,2,12,-2.3,19
Cc1ccc(S(=O)(=O)N2CCN(C(=O)CCn3nc(C)c(C)c3C)CC2)cc1,-4,0.2,-3.3,6,2.6,-6,1,-15,21,-1.8,1
CC(=O)c1ccc(NC(=O)COC(=O)CC2CC3CCC2C3)cc1 (stereo not drawn),-4,3.8,0.2,1,2.4,-10,0,-7,-1,2.1,-15
Cc1ccc(O)c(CCc2ccc(O)cc2)n1,0,3.5,-3.1,-2,2.8,24,-4,-22,16,0.8,17
O=C(Nc1ccccc1)c1nc[nH]c1C(=O)NCCNC(=O)c1[nH]cnc1C(=O)Nc1ccccc1,-8,0.8,2.6,-12,-0.4,35,-7,-20,-16,-0.3,-10

# Whole records, looked up by structure. Values in the order: PKA-R2B act, phage Ecoli inh, MOR-DOR ag, Tat export inh, AddAB inh, SUMO Mot1 rescue, PKA-R1A act, HTR5A inv ag, MOR-DOR inv ag, E coli growth, PfHsp90 yeast 2
# Profile of COc1ccc(CCOC(=O)c2cccc(NC(C)=O)c2)cc1 → 3, 4.0, -1.1, 7, 2.0, 22, -7, -1, 6, 1.2, 0
# Profile of COc1ccc(Cc2nnc(NS(=O)(=O)Cc3ccccc3)s2)cc1 → -3, 3.5, 0.4, -5, 0.0, 531, -7, 26, -2, -1.1, 9

# (list continues)
SMILES,PKA-R2B act,phage Ecoli inh,MOR-DOR ag,Tat export inh,AddAB inh,SUMO Mot1 rescue,PKA-R1A act,HTR5A inv ag,MOR-DOR inv ag,E coli growth,PfHsp90 yeast 2
O=C(CSc1nnc(COc2ccccc2Cl)o1)Nc1ccccc1,2,1.1,-1.3,-1,4.3,7,6,0,5,0.5,-18
Nc1nc(C(F)(F)F)cc(=O)[nH]1,0,1.3,-3.9,-7,-0.3,23,-16,-3,20,-0.2,2
CN(C)S(=O)(=O)c1ccc(Cl)c(C(=O)NC2CCN(Cc3ccccc3)C2)c1 (stereo not drawn),-5,2.0,2.6,-9,2.5,6,-2,-10,-21,0.2,7
Cc1c(NC(=O)c2cc(-c3ccc4c(c3)OCO4)on2)c(=O)n(-c2ccccc2)n1C,3,2.5,-2.2,0,0.4,5,5,-20,12,-0.6,-10
COc1ccc(C(=O)COC(=O)CCn2nnc(-c3cccs3)n2)cc1,0,2.9,-0.3,-5,1.3,-14,4,15,2,0.3,/
CC1CCN(C(=S)c2ccc(N(C)C)cc2)CC1,-1,2.4,-0.1,15,4.4,-27,-7,-52,1,3.2,1
Cc1cc(C(=O)Nc2ccccn2)no1,-4,-0.5,-0.4,-9,-0.1,-1,-6,9,2,-1.6,3
COc1cc(/C=C2\SC(N3CCc4ccccc4C3)=NC2=O)cc(OC)c1OC,2,3.8,-3.8,6,3.5,-6,1,8,19,2.1,6
O=C(NCc1ccc(F)cc1)C(=O)NCC1CCCN1S(=O)(=O)c1ccccc1 (stereo not drawn),-9,0.7,-1.0,-1,2.5,32,-2,-1,5,0.3,/
CCn1ncc(C2=NOC(C(=O)N3CCN(c4ccccc4)CC3)C2)c1C (stereo not drawn),0,/,-2.1,-7,1.6,8,-12,12,11,0.0,-15
COc1ccccc1C1/C(=C(/O)c2ccc(Cl)cc2)C(=O)C(=O)N1CCN1CCOCC1 (stereo not drawn),-3,1.9,-1.8,-3,2.4,366,-7,-1,8,-0.9,10
O=C(Nc1cc2c3c(c1)CC(=O)N3CCC2)c1cccc(F)c1,-1,0.2,-0.2,3,0.2,-6,-5,-1,1,0.6,/
Fc1nc(F)c(F)c(NCCCNc2c(F)c(F)nc(F)c2F)c1F,2,5.2,3.6,4,4.3,/,-12,-1,-19,4.7,-5
O=c1[nH]c(C2CCN(S(=O)(=O)c3ccc4c(c3)OCCO4)CC2)nc2c1nnn2Cc1c(F)cccc1Cl,17,0.1,-2.6,7,1.5,5,7,-4,14,1.1,-32
CCOC(=O)C1CCCN(CCC(=O)Nc2cc(OC)ccc2OC)C1 (stereo not drawn),-5,2.7,-2.6,-4,4.2,1,0,5,13,-0.5,-2
O=C(CSc1nnc(-c2ccncc2)n1Cc1ccccc1)Nc1nccs1,-2,-0.1,-2.2,-1,4.8,/,9,-2,13,3.1,-12
CCOc1cc(C2NN=C(c3ccccc3)S2)ccc1OCc1ccc(F)cc1 (stereo not drawn),-6,-1.1,-0.4,-10,1.5,-16,0,3,3,-2.5,-20
COc1ccc(N(CC(=O)NCc2ccccc2OC)S(=O)(=O)c2ccccc2[N+](=O)[O-])c(OC)c1,3,3.4,-3.8,4,1.5,14,-5,5,20,0.7,-31
CCCCN(C)CCNC(=O)C1CCCN(S(=O)(=O)c2cccc3nsnc23)C1 (stereo not drawn),0,2.4,-1.9,-3,1.9,172,-10,-17,10,0.6,-2
CCn1c2ccccc2c2cc(/C=N/NC(=O)c3ccccc3C)ccc21,-5,2.9,0.7,2,5.1,73,-1,-10,-4,1.1,4
Nc1nc(=O)n(C2CCCCO2)cc1Br (stereo not drawn),2,0.8,-1.6,-9,/,/,1,-8,8,/,26
NC(=O)c1ccc(NC(=O)COC(=O)c2ccc([N+](=O)[O-])cc2)cc1,-2,-0.8,6.8,-2,-1.3,-3,-10,12,-36,-1.9,-14
COc1ccccc1Nc1nc(C)c(C(=O)Nc2ccccc2)s1,-6,4.1,-0.3,-12,2.3,338,-10,-15,2,0.8,-15
NC(=O)C1CCN(C(=O)C(=O)c2cn(CC(=O)N3CCCC3)c3ccccc23)CC1,1,-1.3,-1.6,-13,-0.6,78,20*,-11,8,3.3,-9
CCn1cc(C(=O)N2CCN(c3ccc(OC)cc3)CC2)c(=O)c2cc(S(=O)(=O)N3CCOCC3)ccc21,6,-1.9,-2.9,-2,2.3,798*,10,2,15,0.4,-4
COc1ccccc1NC(=O)C(C)OC(=O)CCSc1ccc(F)cc1 (stereo not drawn),-7,3.8,0.3,5,1.0,-5,-6,-7,-1,0.0,-9
CCOC(=O)c1nc(Nc2ccc(N3CCOCC3)cc2)c2ccccc2n1,10,2.6,-0.3,-7,1.4,372,-5,4,2,1.0,-1
CCN1C(=O)[C@H]2[C@@H](c3ccc(Cl)cc3)N3C(=O)CN(Cc4ccccc4)C(=O)[C@@]3(C)[C@H]2C1=O,5,2.0,-4.7,-6,2.8,-17,-2,-13,22,0.2,6
CCCn1nc(NC(=O)C(C)C)c2cc3cc(OC)ccc3nc21,-4,1.0,-1.3,10,-1.8,17,-4,0,8,-2.5,-1
O=C(c1cc(Cl)cc(Cl)c1)N1CCC2CC1c1cc(-c3ccc4c(c3)OCO4)ccc12 (stereo not drawn),-1,0.9,-1.8,4,/,/,1,-26,8,/,5
CCOC(=O)N1CCN(C(=O)/C=C/c2ccc(C(C)(C)C)cc2)CC1,-1,-1.0,-0.8,-8,0.7,-11,-4,-7,4,-1.0,-23
COc1ccc(N2CCN(Cc3cc(OC)c(O)c([N+](=O)[O-])c3)CC2)cc1,-4,-3.0,-1.8,-6,2.4,10,3,33,8,0.8,-44
O=[N+]([O-])c1cccnc1N1CCCCC1,6,0.5,-3.6,-1,-1.7,-2,7,-13,18,-0.6,11
CSC(=S)NN=C(C)c1cccc(C)n1,-5,3.8,-2.0,-15,/,/,-8,-21,9,/,105*
Cc1ccccc1NC(=S)NC(NC(=O)COc1ccccc1)C(Cl)(Cl)Cl (stereo not drawn),-6,2.8,11,2,1.2,19,10,-39,-66,-0.5,-11
COc1ccc(NC(=O)COC(=O)CC2CCCCC2)cc1,5,1.7,-0.6,-8,2.7,-19,5,-17,3,0.7,-31
O=C(c1cc2c(s1)CCCCC2)N1CCN(c2ncccn2)CC1,-18,4.2,-1.2,0,0.9,-5,-2,15,7,1.0,32
Cc1ccc(S(=O)(=O)c2c(COC(=O)c3cccc(Cl)c3)c(-c3ccccc3)nn2C)cc1,-8,1.9,-1.9,2,1.2,-8,-8,-11,11,-0.9,-7
CCCCN1CC(=O)N2[C@H]3c4ccc(OC)cc4OC[C@@H]3[C@H](C(=O)OCC)[C@]2(C)C1=O,2,0.5,-2.7,-4,-0.8,-7,4,-37,15,-2.1,-44
CCOc1cc(/C=C(\C#N)c2nc3ccccc3[nH]2)ccc1OC(C)C(=O)O (stereo not drawn),-7,1.2,-1.3,-13,-0.4,-14,-7,-10,7,0.4,0
CNC(=O)c1cc2c(-c3ccccc3)nn(C)c2s1,-8,2.7,-3.2,-7,-1.5,11,-9,2,16,-0.1,4
Cn1cccc1/C=N/NC(=O)c1cc(-c2cccs2)nc2ccccc12,-1,2.2,-0.5,4,2.4,-10,-9,1,3,-2.5,3
COc1ccc(C(C[N+](=O)[O-])n2nc(C)cc2C)cc1 (stereo not drawn),-7,2.5,2.6,-10,1.6,383*,13,4,-12,0.7,104*
